Assay outcomes (PubChem BioAssay)
TRPC4 act: TRPC4 (mouse) channel activation | actives 0.49% (n = 310,000) | Q9QUQ5 | HEK293 TRPC4beta/mu-opioid, Fluo4 calcium fluorescence; stronger effect = higher value | B-score at 10 µM;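 active = B-score above 5 SD of library B-scores, and initial fluorescence ratio not above library mean plus 5 SD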;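 also: positive B-score marks a calcium rise read as TRPC4 activation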
Target sequence (Q9QUQ5 whole entry, looked up): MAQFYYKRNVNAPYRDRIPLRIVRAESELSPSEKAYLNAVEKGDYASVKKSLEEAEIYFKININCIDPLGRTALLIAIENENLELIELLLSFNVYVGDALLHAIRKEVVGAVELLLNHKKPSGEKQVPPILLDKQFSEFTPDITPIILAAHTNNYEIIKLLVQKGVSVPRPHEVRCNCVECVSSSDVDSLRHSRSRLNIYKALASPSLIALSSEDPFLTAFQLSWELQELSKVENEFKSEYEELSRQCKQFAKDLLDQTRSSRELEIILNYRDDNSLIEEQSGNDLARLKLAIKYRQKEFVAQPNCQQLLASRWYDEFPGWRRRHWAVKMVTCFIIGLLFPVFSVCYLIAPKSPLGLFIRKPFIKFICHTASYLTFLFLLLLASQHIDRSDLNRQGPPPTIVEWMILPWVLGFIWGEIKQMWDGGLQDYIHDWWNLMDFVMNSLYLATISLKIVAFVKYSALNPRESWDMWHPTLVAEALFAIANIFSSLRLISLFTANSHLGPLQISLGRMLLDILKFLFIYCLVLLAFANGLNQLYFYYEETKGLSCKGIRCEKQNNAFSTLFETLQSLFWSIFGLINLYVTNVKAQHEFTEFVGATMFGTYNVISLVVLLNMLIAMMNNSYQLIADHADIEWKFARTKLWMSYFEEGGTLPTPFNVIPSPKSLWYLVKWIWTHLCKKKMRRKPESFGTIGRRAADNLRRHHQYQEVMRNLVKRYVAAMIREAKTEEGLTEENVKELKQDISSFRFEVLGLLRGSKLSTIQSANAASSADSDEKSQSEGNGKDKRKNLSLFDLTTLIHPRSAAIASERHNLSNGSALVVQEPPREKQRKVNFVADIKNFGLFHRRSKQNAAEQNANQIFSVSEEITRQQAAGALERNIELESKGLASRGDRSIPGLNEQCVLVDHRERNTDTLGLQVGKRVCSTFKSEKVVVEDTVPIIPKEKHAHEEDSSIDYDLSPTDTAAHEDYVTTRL
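Assay system – TRPC4beta and mu-opioid receptor HEK293 stable cells · Measured by – Fluo4 fluorescence, kinetic · Schedule – dye loading 45 min room temperature, 110 s kinetic read · Read-out – B-scored integrated calcium fluorescence ratio · Controls – buffer and maximal DAMGO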
KCNQ1 inh: inhibitors of human KCNQ1 potassium channel; CHO-K1 KCNQ1, FluxOR thallium flux fluorescence; stronger effect = higher value; B-score at 10 µM; actives 1.3% (n = 310,000); AID 2642;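 active = compounds whose thallium flux B-score, printed positive for inhibition, exceeds three library SD while starting fluorescence stays within three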;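 also: channel opened by potassium depolarization with thallium stimulus after 20 min compound exposure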
ANO1 activ: mouse TMEM16A channel activation, primary screen; actives 0.3% (n = 340,000); B-score at 10 µM; HEK293 TMEM16A/YFP-H148Q/I152L, iodide quench fluorescence; stronger effect = lower value;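 active = fluorescence-ratio B-score plate-corrected deviation score at least 3 library SD below zero, with starting fluorescence score within 5 deviations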;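 also: channel opened by trigger with iodide after compound preincubation; score built on the fluorescence ratio of max minus min over baseline; more negative score means more quench and so TMEM16A activation or potentiation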
hERG protect: compounds protecting human hERG from proarrhythmic drug block. Q12809. CHO-hERG, FluxOR thallium flux, dofetilide IC70 present. activation (rescue from dofetilide block), less the hit threshold, % at 10 µM. actives 0.51% (n = 310,000);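 active = activation above the mean of controls blocked by dofetilide plus 5 SD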;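 also: thallium influx through hERG after potassium depolarization seen as dye fluorescence rise; in these data hits start at about 4.7%; inactives centre near -7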
KCNQ1 act: potentiates or activates the human KCNQ1 potassium channel. P51787. CHO-K1 KCNQ1, thallium flux FluxOR fluorescence; stronger effect = higher value. B-score at 10 µM. actives 0.35% (n = 310,000);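 active = fluorescence ratio B-score, a plate-corrected score, at least three library SD, with initial intensity B-score within 5 SD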
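Test system: CHO-K1 cells stably expressing KCNQ1 / Medium: assay buffer / Also added: depolarizing K+/Tl+ stimulus, K2SO4 and Tl2SO4 each 12.5 mM in 5x stock / Incubation: 90 min dye loading and 20 min compound exposure, both at room temperature / Signal: thallium influx via FluxOR fluorescence, kinetic imaging / Evaluation: B score of baseline-normalized fluorescence ratio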
HDAC3 inh: blocks human histone deacetylase 3; O15379; recombinant HDAC3, fluorogenic peptide/trypsin coupled, fluorescence; inhibition, % at 8.3 µM; actives 0.15% (n = 320,000); AID 2718; in the data active = inhibition above about 26%, passing the limit was not always enough
KCNK3 inh: human KCNK3 channel inhibition, primary screen; B-score at 10 µM; CHO-KCNK3 thallium flux, FluxOR fluorescence; stronger effect = lower value; actives 0.84% (n = 340,000);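 active = B-score under library mean minus 4 SD, starting fluorescence ratio at most library mean plus 5 SD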;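 also: more negative B-score means stronger inhibition of thallium flux through KCNK3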
KCNK9 block: human KCNK9 channel inhibition. AID 488922. HEK293 KCNK9, FluxOR thallium flux fluorescence; stronger effect = lower value. actives 1.2% (n = 310,000). B-score at 10 µM. Q9NPC2;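 active = ratio B-score over 3 SD below the library mean, with starting fluorescence within 5 SD of its mean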;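 also: negative B-score means less thallium flux so channel inhibition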
ANO1 block: mouse TMEM16A channel inhibition, primary screen. HEK293 TMEM16A/YFP iodide influx fluorescence, ionomycin. normalized B-score (activity score, 25-100; higher = stronger inhibition) at 10 µM. actives 1.2% (n = 310,000). Q8BHY3;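 active = ratio plate-corrected score three or more library SD toward inhibition, starting fluorescence score within five deviations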;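 also: score derived from kinetic fluorescence span divided by baseline fluorescence per well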
Dyrk1A ADPGlo: blocks rat Dyrk1A kinase activity. inhibition, % at 12.5 µM. actives 0.43% (n = 310,000). ADP-Glo luminescence, NFATc1 peptide. Q63470; in the data active = inhibition above about 50%;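 also: plate controls were vehicle with enzyme for no effect and no enzyme for full effect; many of its hits are not listed in these tables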
TRPC4 potent: allosterically enhances the mouse TRPC4 cation channel; HEK293 TRPC4beta/mu-opioid, DAMGO EC20, Fluo-4 Ca2+ flux; stronger effect = higher value; AID 2227; Q9QUQ5; B-score at 10 µM; actives 0.42% (n = 310,000);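 active = B-score of calcium response area above 5 SD of library B-scores, with initial fluorescence ratio within 5 SD of library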;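 also: B-score of integrated fluorescence ratio over time as area under calcium response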
* hit, by the source's call; i = inactive; . = no result given. The list is partial; count on the stated rates, not on these rows.

SMILES	TRPC4 act	KCNQ1 inh	ANO1 activ	hERG protect	KCNQ1 act	HDAC3 inh	KCNK3 inh	KCNK9 block	ANO1 block	Dyrk1A ADPGlo	TRPC4 potent
COC(=O)c1c(S(=O)(=O)N2CCOCC2)c(C)n(C)c1C	i	i	i	-0.6	i	2.3	i	i	i	0.1	i
Cc1ccc(CCNC(=O)C2CCC(=O)N2CCc2ccccc2)cc1 (stereo not given)	i	i	i	-6.2	i	-2.1	i	i	i	5.8	i
CN(CC(=O)Nc1c(Cl)cccc1Cl)C(=O)CNC(=O)c1ccc2c(c1)OCO2	i	i	i	-6.9	i	3.9	i	i	i	8.5	i
Cn1c(COc2ccc(Cl)cc2Cl)nnc1SCC(=O)NCC1CCCO1 (stereo not given)	i	i	i	-5.6	i	-2.4	i	i	i	-6.4	i
CCN(C(=O)C1CCCN1S(=O)(=O)c1cccc2nsnc12)c1ccccc1 (stereo not given)	i	i	i	-15.9	i	3.6	i	i	i	0.3	i
Brc1ccccc1-c1nnc(SCc2nc3ccccc3s2)o1	i	i	i	-7.5	i	1.5	i	i	25*	-0.3	i
O=C(Nc1cccc(O)c1)c1cc(-c2cccs2)on1	i	i	i	-2.7	i	7.6	i	i	i	4.2	i
COC(=O)Cn1c(=NC(=O)CSCC(=O)NC2CCCCC2)sc2cc(OC)ccc21	i	i	i	-10.1	i	-3.6	i	i	i	5.9	i
O=C(c1ccccc1)N1CCN(C2CC(=O)N(CCc3ccccc3)C2=O)CC1 (stereo not given)	i	i	i	-1.9	i	-9.1	i	i	i	-2.4	i
CCc1ccc(NC(=O)CCNC(=O)Cn2ccc3ccccc3c2=O)cc1	i	i	i	-7.3	i	-0.7	i	i	i	1.5	i
N/C(CN1CCCC1=O)=N\OC(=O)c1ccc(Cl)c(Cl)c1	i	i	i	-6.4	i	-1.5	i	i	i	0.1	i
COc1ccc(NC(=O)C2CC2)cc1NS(=O)(=O)c1ccc(F)cc1	i	i	i	-5.1	i	-4.7	i	i	i	1.8	i
COc1ccccc1NS(=O)(=O)c1ccc(N/N=C/c2ccccc2OCC(=O)O)c([N+](=O)[O-])c1	i	i	i	-12.0	i	7.3	i	i	i	-1.5	i
Cc1ccc(-n2nnnc2C(=Cc2ccc(N(C)C)cc2)c2nnnn2-c2ccc(C)cc2)cc1	i	i	i	-7.3	i	0.7	i	i	i	.	i
O=C(NCCN1CCOCC1)c1cc([N+](=O)[O-])cc([N+](=O)[O-])c1	i	i	i	-10.0	i	1.5	i	i	i	10.5	i
O=C(O)c1cc(-n2nnnc2SCc2ccc([N+](=O)[O-])cc2)ccc1Cl	i	i	i	-0.8	i	7.4	i	i	i	.	i
CC(C)CCNC(=O)CN(Cc1cccs1)C(=O)CCC(=O)Nc1nccs1	i	i	i	-2.1	i	2.4	i	i	i	9.7	i
O=C(NC(=S)N1CCN(Cc2ccc3c(c2)OCO3)CC1)c1cccc(Br)c1	i	i	i	25.3*	29*	-4.5	i	i	i	-3.1	i
N/C(=N\OC(=O)c1cc([N+](=O)[O-])ccc1Cl)c1cccnc1	i	i	i	-5.9	i	-12.3	i	i	i	-6.5	i
COc1ccc2oc(C(=O)NCC(Cc3ccccc3)N(C)C)c(C)c2c1 (stereo not given)	i	i	i	-9.8	i	-9.8	i	i	i	-2.9	i
CC(C)CCNC(=O)c1cnn2c(C(F)(F)F)cc(-c3ccco3)nc12	i	i	i	-16.1	i	3.4	i	i	i	2.4	i
CC(/C=C/c1ccco1)=N\NC(=O)C(O)c1ccccc1 (stereo not given)	i	i	i	-3.7	i	11.2	i	i	i	-2.2	i
CC(C)C(C)(C#N)NC(=O)CSc1nc(C2CCCCC2)n(-c2ccccc2)n1 (stereo not given)	i	i	i	-10.3	i	8.9	i	i	i	-2.4	i
CC1CN(C(=O)c2cc(-c3ccc(Cl)s3)nc3ccccc23)CC(C)O1 (stereo not given)	i	i	i	-13.9	i	-19.4	i	i	i	-2.5	i
CCN1CCN(C(=S)c2ccc(-c3ccccc3)cc2)CC1	i	i	i	-11.1	i	8.1	i	i	i	-6.7	i

Additional structures
SMILES	TRPC4 act	KCNQ1 inh	ANO1 activ	hERG protect	KCNQ1 act	HDAC3 inh	KCNK3 inh	KCNK9 block	ANO1 block	Dyrk1A ADPGlo	TRPC4 potent
O=C(c1ccc2c(c1)OCCCO2)c1cccs1	i	i	i	-14.9	i	1.4	i	i	i	-0.5	i
CC(=O)c1c(C)[nH]c(C(=O)N2CCCCCC2)c1C	i	i	i	-1.4	i	-1.3	i	i	i	-4.3	i
COc1ccccc1-n1nnnc1SCC(=O)N(CC(C)C)C1CCS(=O)(=O)C1 (stereo not given)	i	i	i	-7.9	i	-2.5	i	i	i	-4.9	i
O=C(COc1ccccc1[N+](=O)[O-])N/N=C/c1ccc(O)cc1	i	i	i	-4.8	i	.	i	i	i	33.3	i
NC(=O)CSc1nnc(-c2cccs2)n1Cc1ccco1	i	i	i	-9.1	i	3.4	i	i	i	6.7	i
COC(=O)C1=C(C)N(CCc2ccc(OC)cc2)C(=O)C1	i	i	i	-7.7	i	1.4	i	i	i	0.8	i
Cc1ccc(/S(C)=N/S(=O)(=O)c2ccc(C)cc2)cc1 (stereo not given)	i	i	i	-9.5	i	-11.2	i	i	i	2.5	i
O=C(NCc1ccco1)Nc1ccc2snnc2c1	i	i	i	-10.8	i	-2.9	i	i	i	8.5	i
C=CCNC(=S)NCc1ccccc1OC	i	i	i	0.5	i	4.5	i	i	i	5.5	i
O=C1CNc2ccc(C(=O)N3CCN(c4ccccn4)CC3)cc2N1	i	i	i	-4.4	i	-2.1	i	i	i	.	i
CCN(CC)S(=O)(=O)c1cc(NC(=O)CNc2cccc(S(=O)(=O)N3CCOCC3)c2)ccc1C	i	i	i	-21.5	i	1.7	i	i	i	4.1	i
CCn1c(=O)c2cc(C(=O)Nc3ccccc3OC)sc2c2ccccc21	i	i	i	-10.9	i	8.8	i	i	i	-2.6	i
CCC(=O)Nc1cccc(C2=NOC3(C2)C[C@@H](C(N)=O)N(C(=O)c2cc([N+](=O)[O-])cc([N+](=O)[O-])c2)C3)c1 (stereo not given in full)	i	i	i	-4.8	i	6.9	i	i	i	-3.3	i
Cc1c(C(=O)c2ccc(Cl)cc2Cl)cnc2cc3c(cc12)OCO3	i	i	i	-10.9	i	7.1	i	-16.2*	i	-0.3	i
O=C(O)C1Cc2ccccc2CN1C(=O)c1ccco1 (stereo not given)	i	i	i	-1.9	i	3.5	i	i	i	.	i
COc1cc([C@H]2Oc3c(OC)cc(CCCO[C@@H]4O[C@H](CO)[C@@H](O)[C@H](O)[C@H]4O)cc3[C@@H]2CO)ccc1O	.	.	i	.	.	1.3	i	.	i	-5.3	.
O=C(OCc1cccc(Cl)c1)c1cc(S(=O)(=O)N2CCCCC2)ccc1N1CCOCC1	i	i	i	-7.3	i	12.7	i	i	i	-2.1	i
CCOc1ccc(N2C(=O)CN(O)C=C3N=c4ccccc4=C32)cc1	i	i	.	-17.9	i	-2.4	.	i	i	.	i
Cc1ccccc1C(=O)N1CCN(c2ncccn2)CC1	i	i	i	-8.9	i	-6.3	i	i	i	5.8	i
Cc1ccc(C2(C)NC(=O)N(CC(=O)Nc3ccccc3C(=O)N3CCCCC3)C2=O)cc1 (stereo not given)	i	i	i	-11.2	i	-6.0	i	i	i	0.7	i
Cc1ccc2c(c1)C(c1ccccc1)N(C(=O)c1ccc(Br)o1)CC(=O)N2 (stereo not given)	i	i	i	-12.5	i	2.4	i	i	i	-5.3	i
COc1cc(NC(=O)C/C(C)=N/NC(=O)C2CCCCC2)c(OC)cc1Cl	i	i	i	-3.8	i	1.3	i	i	i	-3.3	i
CCC(C)N1CCNCC1 (stereo not given)	i	i	i	-5.0	i	8.0	i	i	i	-3.2	i
Cc1ccc(/C=N/NC(=O)c2ccc3nc[nH]c3c2)o1	i	i	i	-13.0	i	6.8	i	i	i	.	i
Cc1ccn(CCNC(=O)C2CCC(=O)N(CCc3ccc(Cl)cc3)C2)n1 (stereo not given)	i	i	i	-8.9	i	-3.5	i	i	i	-2.8	i

Other entries
SMILES	TRPC4 act	KCNQ1 inh	ANO1 activ	hERG protect	KCNQ1 act	HDAC3 inh	KCNK3 inh	KCNK9 block	ANO1 block	Dyrk1A ADPGlo	TRPC4 potent
CC(C)Cc1nnc(NC(=O)C2CCN(C(=O)c3ccc(F)cc3)CC2)s1	i	i	i	-7.5	i	.	i	i	i	-5.1	i
Cc1ccc(S(=O)(=O)NCC(c2ccc3c(c2)OCO3)N2CCN(c3ccccc3)CC2)cc1 (stereo not given)	i	i	i	-10.6	i	8.2	i	i	i	5.6	i
CCOc1cc(S(=O)(=O)n2ccnc2)ccc1Cl	i	i	i	-4.2	i	1.0	i	i	i	-2.0	i
CC(=O)c1ccc(N(C)C)cc1	i	i	i	-3.1	i	4.0	i	i	i	-1.0	i
Cc1c(C(=O)Cc2ccccc2)n(C)c2ccccc12	i	i	i	-3.2	i	.	i	i	i	1.6	i
S=C(Nc1ccccc1)N1CCc2ccccc21	i	i	i	-10.0	i	-0.6	i	i	i	.	i
COc1ccc2[nH]c(=O)c(C(=O)O)cc2c1	i	i	i	-5.8	i	-9.1	i	i	i	2.1	i
COc1ccc(-n2ccnc(SCC(=O)NCc3ccccc3Cl)c2=O)cc1	i	i	i	-10.2	i	-0.2	i	i	i	-3.5	i
COCCCn1c(=O)c2sccc2n2c(CCCC(=O)NCc3ccc(F)cc3)nnc12	i	i	i	-8.8	i	-4.9	i	i	i	-1.8	i
COc1c(Cl)cc(Br)c(OC)c1C(=O)NC(=O)Nc1nc(C)cc(C)n1	i	i	i	-3.7	i	-15.8	i	i	i	-0.1	i
COc1ccc(Cl)cc1NC(=O)C(=O)NC1CCCCCC1	i	i	i	-1.7	i	4.2	i	i	i	0.3	i
NC(=O)c1ccc(NC(=O)CSc2nnc(-c3cccnc3)n2Cc2ccco2)cc1	i	i	i	-5.3	i	10.0	i	i	i	0.8	i
CCOc1ccc(CCNC(=O)C2CCN(C(=O)N(C)C)CC2)cc1OCC	i	i	i	-8.3	i	3.1	i	i	i	3.0	i
CCc1nnc(NC(=O)c2ccc(OCc3c(C)noc3C)c(OC)c2)s1	i	i	i	-6.2	i	5.1	i	i	i	-5.4	i
